Source: PubChem BioAssay
PTHR1 ag = activates the human parathyroid hormone receptor PTHR1; Potency, µM (doses to about 115 µM), for the others: at the highest dose activation, hits mostly activators; HEK293 GP2 PTHR1 cells, GloSensor cAMP luminescence, 1 h; actives 0.075% (n = 410,000); note: potency is the fitted concentration of half-maximal effect; nearly all actives have a fitted effect of over 55% in size; some results filed as inactive show a strong effect at the top dose; inactives centre near -15; many of its hits are not listed in these tables
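HEK-293-derived GP2 cells expressing PTHR1 and a GloSensor cAMP reporter, 3,000/well, plated overnight, given luciferin plus IBMX (each 0.5 mM as added) for 1 h at 37 °C, then compound for 1 h at 37 °C. Luminescence was read after 15 min at room temperature.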
GLP1R ag = GLP-1 receptor (human) agonism; P43220; HEK293 GLP-1R CRE-luciferase, luminescence, 4-6 h; cells express a hypersensitive GLP-1R form; AID 624172; Potency, µM (series often up to 45.6 µM), for the others: at the highest dose activation, actives largely listed as activators; actives 0.007% (n = 380,000); note: potency is the fitted concentration of half-maximal effect; % of control where 0% means no effect
GLP1R inv ag = GLP-1 receptor (human) inverse agonism. actives 1.6% (n = 410,000). P43220. HEK293 GLP-1R CRE-luciferase, luminescence, 24 h; GLP-1R form is constitutively active. AID 624417. Potency, µM (highest dose often 38.3 µM), without a hit: at the top dose activity change, negative = inhibition, most hits filed as inhibitors; note: potency is the fitted concentration of half-maximal effect; % is set by controls: 0 for no effect and ±100 for the full control effect; nearly all actives have a fitted effect of over 55% in size
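Readout was luciferase luminescence, measured 12 min after detection reagent at room temperature. Beforehand, GLP-1R reporter HEK293 cells had sat 12 h, then received compounds for 24 hr at 37 deg C.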
EPAC1 ag = agonists of human EPAC1; EPAC1 agonist qHTS, biochemical assay; response scale: 100% = response to 6.5 mM cAMP; O95398; AID 720707; actives 0.073% (n = 360,000); Potency, µM (top dose mostly 154 µM), inactives show top-dose activation, actives largely listed as activators; note: potency is the fitted concentration of half-maximal effect; nearly all actives have a fitted effect of over 60% in size
Target sequence (O95398 whole entry, looked up): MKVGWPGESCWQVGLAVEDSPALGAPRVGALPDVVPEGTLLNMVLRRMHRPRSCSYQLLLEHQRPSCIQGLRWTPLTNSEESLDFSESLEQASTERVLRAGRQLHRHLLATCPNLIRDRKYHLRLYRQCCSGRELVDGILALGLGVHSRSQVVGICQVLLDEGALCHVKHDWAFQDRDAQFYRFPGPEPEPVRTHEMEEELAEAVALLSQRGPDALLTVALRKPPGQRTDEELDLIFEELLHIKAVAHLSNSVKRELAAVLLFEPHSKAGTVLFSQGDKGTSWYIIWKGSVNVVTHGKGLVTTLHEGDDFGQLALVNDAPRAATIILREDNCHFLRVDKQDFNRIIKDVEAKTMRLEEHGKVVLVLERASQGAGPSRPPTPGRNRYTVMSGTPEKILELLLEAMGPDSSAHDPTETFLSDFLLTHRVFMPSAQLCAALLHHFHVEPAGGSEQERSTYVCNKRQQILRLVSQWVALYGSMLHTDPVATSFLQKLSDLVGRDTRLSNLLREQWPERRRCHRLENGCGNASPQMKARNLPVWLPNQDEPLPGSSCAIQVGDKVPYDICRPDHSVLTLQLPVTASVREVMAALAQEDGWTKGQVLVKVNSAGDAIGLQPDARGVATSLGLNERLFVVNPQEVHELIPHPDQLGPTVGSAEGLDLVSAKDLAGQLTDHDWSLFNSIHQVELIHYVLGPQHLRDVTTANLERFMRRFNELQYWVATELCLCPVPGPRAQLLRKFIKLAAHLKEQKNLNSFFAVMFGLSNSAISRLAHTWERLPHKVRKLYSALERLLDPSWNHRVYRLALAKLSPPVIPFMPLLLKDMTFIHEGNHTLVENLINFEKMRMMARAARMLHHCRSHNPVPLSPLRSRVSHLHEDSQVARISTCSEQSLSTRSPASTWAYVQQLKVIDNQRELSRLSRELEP
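Multi-concentration qHTS readout: loss of Rap1B-bound BODIPY-GDP fluorescence driven by 100 nM EPAC1 with excess GDP (50 uM), monitored kinetically at room temperature; agonist response expressed relative to 6.5 mM cAMP.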
PLK1 PBD inh = PLK1 (human) polo-box domain binding inhibition; P53350; Plk1 PBD binding of FITC phosphopeptide, fluorescence polarization; Potency, µM, without a hit: max response, negative = inhibition, actives largely listed as inhibitors; actives 2.8% (n = 360,000); AID 720504; note: potency is the fitted concentration of half-maximal effect; series mostly up to about 57 µM; % is set by controls: 0 for no effect and ±100 for the full control effect; nearly all actives have a fitted effect of over 65% in size
GLP1R cytotox = cytotoxicity counter-screen for GLP-1 receptor inverse agonists. HEK293 cAMP-luciferase reporter cells, luminescence, 24 h. actives 0.13% (n = 410,000). Potency, µM (titrated, usually from 38.3 µM), for inactives: top-dose activity change, negative = inhibition, most hits filed as inhibitors;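 note: loss of luciferase light is scored as toxicity; potency is the fitted concentration of half-maximal effect; % is set by controls: 0 for no effect and ±100 for the full control effect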
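Here, cytotoxicity is scored as loss of luminescence. The MLSMR collection was tested on cells seeded in medium containing 10% Nu serum, with a 24 hr compound exposure preceded by 12 hours of culture.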
PI5P4Ka inh = PI5P4K alpha (human) kinase inhibition; max response, %; P48426; actives 1.2% (n = 330,000); PI5P4Kalpha enzyme, ADP-Glo luminescence, 60 min; stronger effect = lower value; active = max response of -50% or lower; inconclusive = between -30% and -50%; inactive = -30% or higher; note: value at the top dose of about 77 µM; % is set by controls: 0 for no effect and ±100 for the full control effect
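ADP-Glo luminescence end-point read after a 60 min room-temperature kinase reaction of PI5P4Kalpha plus substrate, initiated with ATP at 5 microM final. Buffer: 0.038 M HEPES pH 7.4, EGTA, 0.1% CHAPS, 5% DMSO.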
EPAC1 antag = blocks human EPAC1 exchange factor; O95398; AID 720709; Potency, µM (doses to about 115 µM), inactives show at the top dose activity change, negative = inhibition, most hits filed as inhibitors; actives 0.14% (n = 360,000); EPAC1 GEF assay, Rap1b-BODIPY-GDP exchange fluorescence;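 note: potency is the fitted concentration of half-maximal effect; plate controls were vehicle for no effect and positive control for full effect; nearly all actives have a fitted effect of over 50% in size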
IL2 activator = activators of IL-2; IL-2 activation reporter assay, cell-based qHTS; stimulated with anti-CD3/CD4/CD28 beads; in transgenic mouse T cells; activation, % (series mostly up to about 46 µM); actives 0.065% (n = 360,000); AID 652025; in the data active = activation above about 50%; inconclusive = mostly about 30% to 49%; note: 0% is about no effect
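Readout is EGFP and DsRed signal by fluorescent plate cytometry after 18 h at 37 degrees C. Transgenic mouse T cells (750/well) received compound for 60 min before bead stimulation (anti-CD3, anti-CD4, anti-CD28); memory T cells served as non-tolerant control.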
* = called active by the depositor; i = inactive; ? = inconclusive; . = not tested or not shown; & = joins results of further samples; [ ] = another dose, or the depositor's remark. Unless noted, calls come from the whole dose curve; as a rule, active = well fitted curve in the direction sought with a large enough effect; inconclusive = small, poorly fitted or top-dose-only effect, or another doubt; inactive = no such curve, though single readings can be large; an effect the other way counts as inactive or inconclusive. These rows are one share of the data; the hit share may differ from the screen's.

SMILES,PI5P4Ka inh,GLP1R ag,EPAC1 ag,PTHR1 ag,GLP1R cytotox,PLK1 PBD inh,GLP1R inv ag,EPAC1 antag,IL2 activator
O=C(Nc1ccc2nc(C3CC3)n(Cc3ccccc3)c(=O)c2c1)C1CC1,-1.1,-0.5%,-5.1%,-14.0%,-2.5%,-0.3%,7.9%,15.2%,-2.4
COc1ccc(S(=O)(=O)N2CCN(S(=O)(=O)c3ccc4c(c3)OCCO4)CC2)cc1,-4.5,-1.0%,-8.0%,i,-5.9%,-0.8%,18.3%,11.9%,-0.5
O=C1OCCC1Sc1nnnn1-c1ccc(Cl)cc1 (stereo not given),-2.2,-0.4%,8.0%,-36.0%,8.3%,-8.8%,-15.6%,-4.5%,-0.6
O=C(NCCNC(=O)c1ccc(Cl)cc1Cl)c1ccccn1,0.7,3.7%,-0.2%,i,-1.4%,-3.3%,-6.6%,-7.5%,0.4
Cc1cc(-c2sccc2Br)nc(-n2cccc2)n1,19.5,10.0%,-3.1%,i,25.3%,2.2%,8.0%,?,-3.8
Cc1ccccc1NC(=O)c1ccccc1NC(=O)c1ccccc1F,-1.4,0.7%,1.9%,6.6%&-15.0%,3.1%&-11.3%,4.5%,7.8%&12.9%,1.7%,-3.6
COc1cccc(/C=C/C(=O)OCC(=O)NC2CC2)c1OC,-5.0,1.8%,-2.7%,i,-0.7%,1.5%,15.0%,9.6%,1.7
O=C(Nc1nnc(-c2cccs2)o1)c1cccc(F)c1,2.9,-4.1%,12.0%,-24.0%,?,-2.0%,?,?,0.9
CC(=O)NC12CC3CC(C1)CC(C(=O)Nc1nc4ccc(S(C)(=O)=O)cc4s1)(C3)C2,-2.9,-6.6%,-4.6%,-20.1%,19.3%,0.1%,3.7%,7.1%,-2.3
CCC1(c2ccc(F)cc2)NC(=O)N(CC(=O)N2CCN(S(=O)(=O)c3ccc(C)cc3)CC2)C1=O (stereo not given),-4.1,-4.2%,7.0%,-17.5%,-3.2%,-5.8%,?,-12.4%,-0.2
Cc1noc2ncnc(N3CCN(c4cccc(Cl)c4)CC3)c12,1.2,10.5%,17.4%,-89.9%[inhibitor],-16.1%,-1.3%,6.4%,-6.6%,-0.8
Cc1ccccc1CNC(=O)C(C)N(c1ccccc1)S(C)(=O)=O (stereo not given),.,-3.2%,.,-21.7%,-0.4%,.,11.4%,.,.
COCCn1c(N)c(C(=O)OCc2ccccc2)c2nc3ccccc3nc21,.,9.2%,23.0%,i,126.4%[activator],-1.4%,1.6%,-16.2%,-1.2
COc1ccc(-c2c(C#Cc3ccsc3)c3cc(-c4ccc5cc[nH]c5c4)ccc3n2C)cc1,4.2,-2.1%,3.2%,-28.2%,3.4%,-6.0%,?,-9.2%,0.7
O=C(O)c1ccc(-c2noc(-c3ccccc3C(F)(F)F)n2)cc1,.,0.6%,-10.4%,-22.3%,.,.,.,-4.0%,0.1
Cc1cc(C(=O)NP(=O)(N2CCOCC2)N2CCOCC2)c(C)n1-c1ccc(N(C)C)cc1,1.4,18.2%,2.2%,-4.0%,-9.3%,-5.7%,12.4%,5.1%,0.0
Nc1cc(=O)[nH]c(SCc2nc3ccccc3n2Cc2ccccc2)n1,.,9.5%,5.0%,i,-18.0%,-1.4%,0.0%,6.8%,-1.9
Cc1ccc(N2CN=c3s/c(=C\c4cccnc4)c(=O)n3C2)cc1,-15.1,-9.8%,-2.7%,i,-19.0%,-10.7%,?,14.6%,-1.1
CCOc1ccccc1NC(=O)CN1CCC(NC(=O)c2ccccc2)CC1,4.8,8.3%,-0.4%,i,17.3%,-2.1%,-8.1%,-13.6%,-0.7
O=C(O)c1nc(-c2ccccc2)c(C(=O)NC2CC2)[nH]1,-0.9,0.3%,-2.3%,-15.0%,-7.1%,-3.7%,17.0%,-11.7%,1.0
CC(C)(C)NC(=O)NC(=O)COC(=O)c1cccc(NS(=O)(=O)c2ccc(F)c(F)c2)c1,-2.6,-5.1%,1.1%,-7.7%,2.0%,-4.7%,-28.3%,-24.2%,0.7
CCCN1C2CCCC1CC(NC(=O)NC1CCCCC1)C2 (stereo not given),.,1.2%,0.2%,-6.6%[57.5 µM],-13.3%,2.0%,2.0%,15.8%,-3.1
O=C(CS(=O)(=O)c1cccc(Cl)c1)Nc1ccccc1Cl,-5.6,0.4%,-6.1%,i,-17.5%,-1.1%,0.0%,2.3%,-3.4
COc1ccc(CC(=O)NCC(=O)N/N=C(/C)c2ccco2)cc1,-0.1,6.2%,11.2%,i,3.6%,-3.6%,-6.6%,10.2%,-0.2
CCCc1nc2ccccc2c(=O)n1NC(=O)c1c(O)c2cccc3c2n(c1=O)CCC3,-3.3,-9.5%,-3.4%,-8.3%[57.5 µM],-9.9%,-7.2%,-6.6%,13.8%,0.8
Brc1ccc(OCCOc2cccc3cccnc23)cc1,-1.1,2.8%,-1.3%,i,-7.7%,-7.8%,-5.7%,4.7%,1.4
CCc1ccc(NC(=O)c2cnccn2)cc1,-0.1,9.7%,2.0%,-20.1%,-5.3%,1.5%,?,-12.1%,-1.1
CCN(CC)C(=O)CSc1nnc([C@@H](N)Cc2ccccc2)o1,-2.4,0.3%,1.6%,i,0.4%,-21.0%,19.2%,-7.6%,-0.1
N#C/C(=C\c1ccc(O)c(O)c1)C(=O)N1CCc2ccccc21,-19.0,20.2%,-4.4%,-88.9%[inhibitor],-0.1%,6.1%,-5.4%,?,-0.4
Nc1nccc(-c2cc(-c3ccc(Cl)cc3Cl)no2)n1,0.2,4.3%,-6.8%,-39.7%,6.7%,0.5%,6.0%,6.0%,1.9
CC1(O)CC(c2ccc(Cl)cc2)=NN1C(=O)c1ccc(Cl)cc1 (stereo not given),-16.1,-5.0%,-1.6%,-71.3%[inhibitor],-8.2%,-19.4%,?,-7.4%,1.4
COc1ccc(NC(=O)CCOc2ccc(C)cc2)cc1S(=O)(=O)N1CCOCC1,-18.7,-3.0%,-0.7%,-3.3%,-15.6%,2.9%,0.3%,0.5%,-4.0
CC1=CC2=NC(=O)/C(=C/c3cccn3Cc3ccccc3)C(=N)N2O1,-10.5,14.3%,6.5%,-22.4%,-6.7%,-13.0%,?,3.7%,-4.2
O=C(NCc1ccccn1)Nc1cccc(NC(=O)NCc2ccccn2)c1,9.9,2.9%,4.8%,i,4.2%,-3.9%,3.2%,-6.4%,0.1
CCCCN(C)C(=O)c1nc2ccccn2c1CNCCCn1nnc2ccccc21,3.2,-1.0%,16.8%,i,6.4%,-9.7%,2.4%,-8.5%,-0.4
C#CCN(C[C@@H]1[C@@H](OC(=O)NCc2ccccc2F)[C@@H](OC(=O)NCc2ccccc2F)Cn2c(=O)n(CCCCCC)c(=O)n21)S(=O)(=O)c1ccc(C)cc1,-8.0,-2.2%,-8.5%,-21.8%,5.0%,?,?,-1.9%,4.3
O=C(CN1CCN(Cc2ccc(F)cc2Cl)C1=O)NCCc1ccc(Cl)cc1,1.0,0.7%&0.7%,0.8%,-18.4%&-25.1%,-4.6%&-28.7%,-0.6%,-13.1%&-4.3%,-1.5%,3.9
COc1ccccc1N=C(C)C1=C(O)CC(c2ccccc2)CC1=O (stereo not given),-1.5,0.3%,5.1%,15.6%,-0.7%[0.307 µM],-2.5%,4.8%[0.307 µM],6.2%,0.0
CC1CN(S(=O)(=O)c2ccc(C(=O)NCCCn3ccnc3)cc2)CC(C)O1 (stereo not given),0.7,7.4%,6.9%,i,-0.6%,-10.8%,?,13.0%,-0.1
CCn1c(=O)c2sccc2n2c(CCC(=O)Nc3ccc(OC)c(Cl)c3)nnc12,.,0.6%,.,i,5.8%,.,19.0%,.,.

Full records from above.
CCc1ccc(NC(=O)c2cnccn2)cc1 as listed: PI5P4Ka inh = -0.1; GLP1R ag = 9.7%; EPAC1 ag = 2.0%; PTHR1 ag = -20.1%; GLP1R cytotox = -5.3%; PLK1 PBD inh = 1.5%; GLP1R inv ag = ?; EPAC1 antag = -12.1%; IL2 activator = -1.1
O=C(CS(=O)(=O)c1cccc(Cl)c1)Nc1ccccc1Cl as listed: PI5P4Ka inh = -5.6; GLP1R ag = 0.4%; EPAC1 ag = -6.1%; PTHR1 ag = i; GLP1R cytotox = -17.5%; PLK1 PBD inh = -1.1%; GLP1R inv ag = 0.0%; EPAC1 antag = 2.3%; IL2 activator = -3.4

The list goes on:
SMILES,PI5P4Ka inh,GLP1R ag,EPAC1 ag,PTHR1 ag,GLP1R cytotox,PLK1 PBD inh,GLP1R inv ag,EPAC1 antag,IL2 activator
O=C1CC2CS(=O)(=O)CC2N1c1ccc(Cl)cc1Cl (stereo not given),0.4,6.6%,-4.1%,-4.5%,5.6%,-4.8%,1.7%,-4.6%,1.5
O=C(O)c1ccccc1OCc1ccccc1Br,-10.5,-13.6%,-4.3%,i,5.7%,-2.8%,2.5%,7.2%,-0.3
Cc1ccc(C(=O)N/C(=C/c2ccco2)C(=O)NCc2ccco2)cc1,4.1,0.8%,-1.5%,6.4%,4.5%,-15.8%,11.0%,-5.2%,-0.7
COc1ccc(NC(=O)CC2CC3CCC2C3)cc1S(=O)(=O)N1CCOCC1 (stereo not given),11.9,3.5%,0.9%,-24.9%,-21.3%,-6.2%,-19.5%,3.6%,-1.3
COc1ccc(-n2nnnc2SCC(=O)Nc2ccccc2N2CCOCC2)cc1,-0.1,11.9%,6.4%,i,-10.5%,-9.4%,-0.3%,5.9%,-3.0
CN(CC(=O)NCCCc1ccccc1)S(=O)(=O)c1ccc(Br)cc1,-4.4,-6.3%,-1.8%,-26.6%,16.1%,-0.7%,?,8.3%,-0.6
CCCCC(CCc1ccccn1)C(=O)c1ccccc1 (stereo not given),16.1,10.3%,-12.3%,-24.3%,-2.3%,-11.6%,?,-27.5%,-6.2
